Bioassay records (PubChem)
TEAD-YAP inh – TEAD-YAP interaction inhibition, primary screen, TEAD-YAP interaction inhibitor project, luminescence, HEK-TIYL cells | 1.4% of 640,000 active | inhibition, % at 9.12 µM | TEAD-Gal4/YAP UAS-luciferase luminescence | AID 1259422, 2018; in the data active = inhibition above about 32%;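 also: 0% = median of test compound wells and 100% = reference inhibitor wells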
GPR151 ag – activators of human GPR151, primary screen, cell-based, PathHunter beta-arrestin, luminescence; activation, % at 11.2 µM; 1% of 650,000 active; PathHunter beta-arrestin GPR151 cells; G-protein coupled receptor 151 (Homo sapiens), Q8TDV0; in the data active = activation above about 4.9%;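 also: 0% = median of compound wells and 100% = cells with positive control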
Target sequence (Q8TDV0 whole entry, looked up): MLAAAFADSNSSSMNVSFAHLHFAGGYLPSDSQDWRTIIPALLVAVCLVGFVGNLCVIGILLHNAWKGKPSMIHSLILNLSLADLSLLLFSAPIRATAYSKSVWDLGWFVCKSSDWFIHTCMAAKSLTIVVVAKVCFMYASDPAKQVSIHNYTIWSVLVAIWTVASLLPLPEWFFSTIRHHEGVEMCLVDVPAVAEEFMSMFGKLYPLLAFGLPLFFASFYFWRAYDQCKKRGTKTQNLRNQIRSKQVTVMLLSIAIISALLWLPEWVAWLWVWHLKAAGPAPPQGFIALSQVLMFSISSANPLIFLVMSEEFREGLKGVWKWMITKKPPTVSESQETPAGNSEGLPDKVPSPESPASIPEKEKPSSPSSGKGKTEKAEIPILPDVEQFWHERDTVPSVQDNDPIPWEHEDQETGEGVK
FBW7 activator – FBW7 E3 ligase activators, primary screen, biochemical, AlphaScreen, human; F-box/WD repeat-containing protein 7 (Homo sapiens), Q969H0; AlphaScreen FBW7–phospho-cyclin E peptide binding, activator screen; normalized activity (activation), % at 26.1 µM; AID 1259310, 2017; 0.13% of 650,000 active; in the data active = normalized activity above about 1.9%;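 also: purified mutant Fbw7 with reduced substrate affinity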
MITF inh – MITF inhibitors, primary screen, biochemical, AlphaScreen, human; Microphthalmia-associated transcription factor (Homo sapiens), O75030; AlphaScreen MITF homodimerization, bead proximity signal; inhibition, % at 2.6 µM; 0.91% of 650,000 active; AID 1259374, 2018; in the data active = inhibition above about 50%;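 also: 0% = vehicle wells with protein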
Target sequence (O75030 whole entry, looked up): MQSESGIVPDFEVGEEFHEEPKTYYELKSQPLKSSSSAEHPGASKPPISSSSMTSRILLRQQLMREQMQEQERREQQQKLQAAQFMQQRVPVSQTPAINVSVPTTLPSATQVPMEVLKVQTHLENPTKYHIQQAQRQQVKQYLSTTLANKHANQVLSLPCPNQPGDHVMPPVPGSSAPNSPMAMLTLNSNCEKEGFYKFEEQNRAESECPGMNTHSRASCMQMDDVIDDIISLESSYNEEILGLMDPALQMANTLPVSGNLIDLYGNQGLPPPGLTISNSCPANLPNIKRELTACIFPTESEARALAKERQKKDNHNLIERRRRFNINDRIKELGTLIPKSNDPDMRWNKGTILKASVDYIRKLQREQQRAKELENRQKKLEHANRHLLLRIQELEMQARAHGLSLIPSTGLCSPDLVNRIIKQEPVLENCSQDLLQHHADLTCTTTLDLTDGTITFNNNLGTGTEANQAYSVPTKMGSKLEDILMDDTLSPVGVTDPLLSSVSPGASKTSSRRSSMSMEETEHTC
* hit, by the source's call; · = not tested or not shown; & = joins results of further samples. Compounds as they come. About 3.4% of those tested had a hit in this group.

SMILES | TEAD-YAP inh | GPR151 ag | FBW7 activator | MITF inh
O=C1C=C(N2CCOCC2)C(=O)C=C1N1CCOCC1 | -8 | 0.6 | 0.3 | 27
COCCCNC(=O)c1cc(C)nc2c1c(C)nn2-c1ccccc1Cl | -6 | -1.5 | 1.2 | 0
Cc1ccc([N+](=O)[O-])cc1NC(=O)CSc1nnc(CC(=O)Nc2ccccc2)n1C | 11 | -0.1 | 0.3 | 13
O=S1(=O)N=C(N2CCCCCC2)c2ccccc21 | 9 | 1.4 | 0.0 | 0
CCCCN1C(=O)N(c2ccc(Cl)c(Cl)c2)C(N(O)C(=O)Nc2ccc(Cl)c(Cl)c2)C1(C)C (stereo unspecified) | -7 | 1.4 | 0.1 | 9
CCOC(=O)C1=C(c2ccccc2)S/C(=C2/C(=S)C(C)(C)N(C(=O)c3ccccc3)c3cc(OCC)ccc32)S1 | -4 | 0.2 | -0.1 | 3
CCOC(=O)CN1C(=O)S/C(=C/c2cc([N+](=O)[O-])cc(OC)c2O)C1=O | 10 | 0.5 | -0.1 | -2
CC1=CC(C)(C)N(C(=O)CN2CCCCC2)c2ccc(C(c3ccccc3)(c3ccccc3)c3ccccc3)cc21 | -4 | 1.4 | -0.3 | 11
CCC(C)OC(=O)C1=C(C)NC(=O)CC1c1ccccc1OC (stereo unspecified) | 4 | 2.4 | 0.4 | 1
O=S(=O)(/N=C(/c1ccccc1Cl)N1CCOCC1)c1ccccc1 | 5 | -1.2 | 0.3 | 10
CN(C)c1ccc(Nc2ncnc3c2c(-c2ccccc2)cn3-c2ccccc2)cc1 | 6 | 0.2 | -0.1 | 9
Cc1cc2cc(C#N)c(SCC(=O)NCC3CCCO3)nc2cc1C (stereo unspecified) | 4 | 0.8 | -0.1 | 1
Cc1ccc(C)c(C(=O)CC2(O)C(=O)Nc3ccc(Cl)cc32)c1 (stereo unspecified) | -2 | 0.4 | 0.1 | 13
Cc1ccc(S(=O)(=O)NCCN=Cc2ccc3c(c2)OCO3)cc1 | 1 | -1.3 | 0.5 | 20
O=C(CN1C(=O)N2CCN=C2c2ccccc21)Nc1ccccc1F | 7 | -0.9 | 0.6 | 11
Cc1ccc(C(=O)NCc2ccncc2)cc1[N+](=O)[O-] | 11 | 0.4 | -0.1 | 0
COCCNC(=O)c1cccc(OC2CCN(Cc3cnc(C)s3)CC2)c1 | 8 | 0.7 | 0.2 | 6
CC(C)n1cnc2c(NCc3nc4ccccc4[nH]3)nc(N3CCC(N4CCOCC4)CC3)nc21 | 63* | 0.0 | 0.1 | 9
CC(=O)Nc1ccc(Nc2ccnc(Nc3nc4ccccc4n3C)n2)cc1 | -15 | 0.9 | 0.3 | -2
O=c1n(CN2CCOCC2)c2cccnc2n1Cc1ccco1 | -9 | 1.1 | -0.1 | -7
O=C(NN1C(=O)NC2(CCCCC2)C1=O)c1ccc(Cl)c(Cl)c1 | -8 | 0.3 | -0.1 | -9
Cc1nc2sc3c(c2c2nnc(SCC(=O)NC(C)(C)C)n12)CCCC3 | -7 | 0.5 | 0.1 | -3
O=C1N[C@@H](Cc2ccc(Cl)cc2)C(=O)N2CCN(C(=O)c3cc(Cl)cc(Cl)c3)C[C@H]12 | -6 | 15* | -0.1 | 1
Cn1c(SCC(N)=O)nnc1-c1cc(Br)ccc1O | 5 | 0.6 | 0.0 | 3
COc1ccc(OCC(=O)N(C2CC2)C2CCN(C(C)=O)CC2)cc1 | 13 | -1.7 | -0.2 | -2
CC(=O)N1CCN(CCN=CC2=C(O)CC(c3ccccc3)CC2=O)CC1 (stereo unspecified) | -11&11 | -0.2&0.3 | 0.2&0.2 | 11&6
COc1cc(C2SC(NC(C)=O)=NN2C(C)=O)cc(OC)c1OC (stereo unspecified) | 13 | -1.3 | 0.3 | 7
O=C(N/N=C/c1ccc(N2CCOCC2)o1)c1ccc(Cl)cc1Cl | -2 | -1.0 | 0.5 | -6
COc1c(Cl)cc(Cl)cc1/C=C(\C#N)C(N)=O | 2 | 4.4 | 0.3 | 11
O=C(O/C(=C/c1nc2ccccc2n1CCOc1ccccc1Cl)c1ccccc1F)c1ccccc1F | -8 | 0.2 | -0.1 | -6
CCNc1nc(NCc2cccnc2)c2ncn(Cc3ccc(C(F)(F)F)cc3)c2n1 | -13 | 0.6 | 0.0 | 13
O=C1CSc2ccc(C(=O)NCC3COc4ccccc4O3)cc2N1 (stereo unspecified) | -7 | -1.2 | 0.3 | 12
COc1ccc(Cl)cc1S(=O)(=O)N1CCN(c2ccc(-c3ccncc3)nn2)CC1 | -10 | 3.3 | -0.5 | -17
NC(=O)c1ccc(-c2cccc(C(=O)NC3CCN(Cc4ccccc4)CC3)n2)cc1 | 0 | 4.1 | 0.3 | 2
CCN(C(=O)CN1C(=O)NC(C)(c2ccc(Cl)cc2Cl)C1=O)c1ccccc1 (stereo unspecified) | 15 | -0.4 | 0.1 | -11
CCCOCCOC(=O)c1[nH]c2c(c1C)C(=O)CC(c1ccccc1)C2 (stereo unspecified) | 43* | 0.9 | -0.1 | -10

Quoted at random: five compounds from above, in no set order.
SMILES | TEAD-YAP inh | GPR151 ag | FBW7 activator | MITF inh
O=C1CSc2ccc(C(=O)NCC3COc4ccccc4O3)cc2N1 (stereo unspecified) | -7 | -1.2 | 0.3 | 12
COc1c(Cl)cc(Cl)cc1/C=C(\C#N)C(N)=O | 2 | 4.4 | 0.3 | 11
NC(=O)c1ccc(-c2cccc(C(=O)NC3CCN(Cc4ccccc4)CC3)n2)cc1 | 0 | 4.1 | 0.3 | 2
CCNc1nc(NCc2cccnc2)c2ncn(Cc3ccc(C(F)(F)F)cc3)c2n1 | -13 | 0.6 | 0.0 | 13
COc1ccc(Cl)cc1S(=O)(=O)N1CCN(c2ccc(-c3ccncc3)nn2)CC1 | -10 | 3.3 | -0.5 | -17

(further entries)
SMILES | TEAD-YAP inh | GPR151 ag | FBW7 activator | MITF inh
COc1cc(NC(=O)COc2ccc(Cl)cc2)ccc1NC(=O)c1ccco1 | 2 | -0.1 | 0.0 | 12
CC1(C)N=C(N)NC(Nc2cccc(Cl)c2)=N1 | 6 | -0.6 | 0.0 | 2
Cn1c(=O)[nH]c(=O)c2c1nc(N1CCCCCC1)n2CCOc1ccccc1 | 5 | 1.4 | 0.0 | 4
CC(Oc1ccc(Cl)cc1)C(=O)N/N=C/c1ccc(O)cc1 (stereo unspecified) | 9 | 0.6 | 0.3 | 1
COC(=O)C1=C(C)NC(=O)NC1c1ccc(-c2ccc(Cl)cc2)o1 (stereo unspecified) | -22 | 0.7 | -0.1 | -2
O=C1CCC(C(=O)Nc2cccc3ccccc23)N1 (stereo unspecified) | -3 | 0.0 | 0.0 | 9
N/C(COc1ccc(F)cc1)=N\NC(=O)c1cccnc1Oc1ccccc1 | 1 | 0.3 | -0.2 | -1
CCC(C)OC(=O)C(C)n1cnc2sc3c(c2c1=O)CCC(C)C3 (stereo unspecified) | 3 | 1.5 | 0.1 | -2
CCn1c(NCc2nc3ccccc3n2C)nc2ccccc21 | -11 | 1.0 | -0.1 | 1
O=C(Nc1nnc(COc2ccccc2F)s1)c1ccco1 | 9 | 1.4 | 0.1 | 5
CCCOC(=O)C1C2C=CC3(CN(c4ccccc4Br)C(=O)C13)O2 (stereo unspecified) | -3 | 0.8 | 0.1 | 6
CC(=O)Nc1cc(-c2nc3ccccc3s2)ccc1C | -34 | -0.3 | -0.2 | -4
CCOC(=O)Cc1csc(NC(=O)c2ccc(F)cc2)n1 | 5 | 0.4 | -0.1 | 8
Cc1sc2nc(-c3ccccc3O)[nH]c(=O)c2c1C | -5 | 0.9 | 0.0 | -2
COc1ccc(NC(=O)C2CC(=O)N/C(=N/N=C(\C)c3ccc(OC)cc3)S2)cc1 (stereo unspecified) | -10 | -1.4 | -0.1 | -9
O=C1NC2(CCCc3ccccc32)C(=O)N1CN1CCN(c2ccccc2)CC1 (stereo unspecified) | 7 | 1.9 | 0.0 | 7
COc1ccc(OC)c(N2C(=O)c3nccnc3C2=O)c1 | -7 | -0.2 | 0.5 | 22
Cn1c(=NC(=O)c2cc(S(=O)(=O)N3CCOCC3)ccc2F)sc2ccccc21 | -5 | 0.3 | -0.1 | 12
Cc1cccn2c(=O)c3cc(C(=O)NCc4cccs4)n(C)c3nc12 | 5 | -0.1 | 0.2 | 13
CCC(C(=O)OC)S(=O)(=O)c1ccc(Cl)cc1 (stereo unspecified) | 0 | -0.3 | -0.2 | -6
CCCCOC(=O)COc1ccc2c(=O)c(Oc3ccc(C(C)(C)C)cc3)coc2c1 | 4 | 2.7 | -0.1 | 10
COc1ccc(/C=N/Nc2nc3c(c(=O)[nH]c(=O)n3C)n2Cc2ccc(C)cc2)cc1OC | -8 | 0.8 | 0.8 | 20
Oc1ccc(Cl)cc1/C=N\Nc1ncc(F)c(N2CCOCC2)n1 | -18 | 0.5 | -0.2 | 5
CCN(CC)c1ccc(NC(=O)CCCCCN2C(=O)c3ccccc3C2=O)cc1 | 4 | 3.3 | -0.2 | -2

Part of the list above, in CSV form:
compound,TEAD-YAP inh,GPR151 ag,FBW7 activator,MITF inh
COc1ccc(OC)c(N2C(=O)c3nccnc3C2=O)c1,-7,-0.2,0.5,22
Cn1c(=NC(=O)c2cc(S(=O)(=O)N3CCOCC3)ccc2F)sc2ccccc21,-5,0.3,-0.1,12

Further records follow.
SMILES | TEAD-YAP inh | GPR151 ag | FBW7 activator | MITF inh
CCOC(=O)c1ccc(NC(=O)CSc2nc(C)c(CC)c(=O)[nH]2)cc1 | -5 | -0.9 | 0.2 | 18
O=C(NCCc1csc(-c2ccc(F)cc2)n1)C(=O)Nc1ccc([N+](=O)[O-])cc1 | 4 | -1.4 | -0.1 | 1
CCOC(=O)c1c(NC(=O)c2cc3nc(-c4ccccc4)cc(C(F)(F)F)n3n2)sc2c1CCC(C)C2 (stereo unspecified) | 12 | -1.4 | 0.2 | 20
COc1ccc(CNc2nccn3c(-c4ccc(N5CCOCC5)cc4)cnc23)cc1 | -5 | -1.1 | 0.1 | -8
COc1cc(Nc2nc(NCc3ccccc3)c3ncn(-c4ccccc4)c3n2)cc(OC)c1OC | -14 | 1.4 | -0.2 | 5
O=C(NC(=S)Nc1ccc([N+](=O)[O-])cc1)C1CC1 | 8 | -0.7 | -0.1 | 11
C/C(=N\Nc1nc(C)cc(C)n1)c1ccc(Cl)s1 | -8 | 1.8 | -0.1 | 8
COC(=O)C1=C(N)N(c2ccc(S(N)(=O)=O)cc2)C2=C(C(=O)CC(C)(C)C2)C1c1ccc(Br)cc1 (stereo unspecified) | 3 | 0.5 | 0.5 | 18
COc1ccc(/C=N/Nc2nc3c(c(=O)[nH]c(=O)n3C)n2Cc2ccccc2)cc1OC | 2 | -0.1 | 0.1 | 9
COC(=O)c1cc(S(=O)(=O)N(c2ccccc2OC)S(=O)(=O)c2cc(C(=O)OC)c(Cl)cc2Cl)c(Cl)cc1Cl | -10 | -0.9 | -0.1 | 5
O=[N+]([O-])c1ccc(C(c2nnnn2-c2cccc(Cl)c2)N2CCOCC2)cc1 (stereo unspecified) | 3 | -0.3 | 0.6 | 14
Nc1ccc2nc(Nc3nc4ccc(N)cc4s3)sc2c1 | -7 | -0.3 | 0.0 | 10

Taken from above.
Result of COC(=O)C1=C(N)N(c2ccc(S(N)(=O)=O)cc2)C2=C(C(=O)CC(C)(C)C2)C1c1ccc(Br)cc1 (stereo unspecified) in GPR151 ag: 0.5
Result of O=C(NC(=S)Nc1ccc([N+](=O)[O-])cc1)C1CC1 in GPR151 ag: -0.7

The results go on.
SMILES | TEAD-YAP inh | GPR151 ag | FBW7 activator | MITF inh
CC(C)C(=O)NCCSc1c[nH]c2ccccc12 | -6 | -0.3 | 0.1 | 16
CCOC(=O)c1sc(NC(=S)NC(=O)c2ccc(OC)cc2)c(C(=O)OCC)c1C | -4 | -0.1 | -0.1 | -5
Cc1c(N2C(=O)C(=O)/C(=C(/O)c3ccccc3)C2c2cccc([N+](=O)[O-])c2)c(=O)n(-c2ccccc2)n1C (stereo unspecified) | 6 | 3.1 | 0.0 | 0
CCCCC1C(=O)CC[C@H]2[C@@H]1CC(=O)[C@@H]2C/C=C\CCCC(=O)O (stereo partly specified) | · | 1.8 | · | 4
CCCCC(=O)Oc1cc2c(C(=O)OCC)c(C)n(-c3ccccc3)c2c2ccccc12 | -1 | 0.7 | -0.1 | -1
Cc1ccc2c(CN3CCN(S(=O)(=O)c4cccs4)CC3)ccc(O)c2n1 | 6 | 1.2 | -0.2 | 17
Cc1cc2nc3s/c(=C/c4ccc(-c5cc(Cl)c(C)cc5[N+](=O)[O-])o4)c(=O)n3c2cc1C | 8 | 2.0 | 0.0 | 17
CCOC(=O)c1cc(S(=O)(=O)NCc2ccco2)cn1C | 8 | 2.9 | 0.7 | 0
O=C(CCn1cccc1)Nc1ccc(F)cc1 | 1 | 0.5 | 0.1 | 11
COc1ccc(CN2C(=O)C3C(C(=O)Nc4ccc(C)c(C)c4)C4C=CC3(O4)C2C(=O)NC2CCCCC2)cc1 (stereo unspecified) | -7 | -0.4 | 0.0 | 8
COC(=O)c1c(-c2ccccc2)csc1NC(C)=O | 1 | 0.7 | 0.0 | 13
O=C(Nc1cccc(F)c1)NC1(C(=O)N2CCOCC2)CCCCC1 | -1 | 1.3 | 0.1 | 5
